Bioassay records from PubChem.
MazF activator: MazEF (E. coli) toxin RNase activation; P0AE70; FAM/BHQ RNA-DNA oligo cleavage fluorescence, 5 h; activation, % at 20 µM; 350,000 compounds, 0.32% hits; AID 504720; in the data active = activation above about 50%
Target sequence (P0AE70 whole entry, looked up): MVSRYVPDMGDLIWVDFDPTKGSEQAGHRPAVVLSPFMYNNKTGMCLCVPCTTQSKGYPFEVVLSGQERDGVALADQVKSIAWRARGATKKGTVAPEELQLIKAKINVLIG
VHR inh abs: inhibitors of human VHR1 phosphatase (DUSP3). recombinant VHR phosphatase, pNPP absorbance. 290,000 compounds, 0.52% hits. AID 1654. inhibition, % at 13.3 µM; in the data active = inhibition above about 50%; also: some compounds called inactive have numbers as strong as hits
Target sequence (P51452 whole entry, looked up): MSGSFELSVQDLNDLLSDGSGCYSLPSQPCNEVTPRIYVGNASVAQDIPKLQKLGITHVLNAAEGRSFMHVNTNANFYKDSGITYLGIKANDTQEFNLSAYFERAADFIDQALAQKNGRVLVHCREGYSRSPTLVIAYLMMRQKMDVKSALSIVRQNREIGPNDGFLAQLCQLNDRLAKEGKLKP
PrPC surface inh: inhibitors of human cell surface prion protein PrPC. P04156. TR-FRET read-out. inhibition, % at 13.8 µM. 370,000 compounds, 0.43% hits. AID 720596; in the data active = inhibition above about 24%; also: 0% = median of the test wells and 100% = reference compound wells
CCHFV vOTU inh: CCHFV vOTU protease inhibition. Pep-AMC fluorescence. inhibition, % at 11.5 µM. 370,000 compounds, 0.55% hits. AID 651958; in the data active = inhibition above about 30%; also: 0% = vehicle wells with enzyme and 100% = no enzyme wells
BoNT A protease: BoNT A light chain protease inhibition | inhibition, % at 10 µM | AID 588499 | multiplex microsphere protease substrate cleavage, flow cytometry | 360,000 compounds, 0.17% hits; also: plate controls were buffer without enzyme for full effect and enzyme alone for no effect
Rv3671c protease: inhibits the M. tuberculosis serine protease Rv3671c; P9WHR9; inhibition, % at 5.96 µM; 320,000 compounds, 0.048% hits; in the data active = inhibition above about 38%;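 also: extracellular domain of Rv3671c used as enzyme; 0% = enzyme with DMSO and 100% = no enzyme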
Target sequence (P9WHR9 whole entry, looked up, the tested form may be a part): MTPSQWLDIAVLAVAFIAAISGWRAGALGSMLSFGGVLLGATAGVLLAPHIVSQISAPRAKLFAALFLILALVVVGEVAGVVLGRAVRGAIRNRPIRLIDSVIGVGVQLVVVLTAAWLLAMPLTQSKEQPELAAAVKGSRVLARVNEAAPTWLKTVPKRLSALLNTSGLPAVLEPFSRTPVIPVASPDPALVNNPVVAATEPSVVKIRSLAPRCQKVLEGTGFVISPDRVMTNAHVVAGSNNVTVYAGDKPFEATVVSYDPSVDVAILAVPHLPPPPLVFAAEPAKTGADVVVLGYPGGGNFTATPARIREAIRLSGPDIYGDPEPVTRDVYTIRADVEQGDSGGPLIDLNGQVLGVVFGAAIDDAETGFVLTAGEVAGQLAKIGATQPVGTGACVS
Anthrax LF prot: blocks Bacillus anthracis lethal factor protease | P15917 | multiplex microsphere protease cleavage assay, LF | inhibition, % at 10 µM | 360,000 compounds, 0.12% hits | AID 588501; also: plate controls were buffer without enzyme for full effect and enzyme alone for no effect
SARS 3CLpro inh: SARS-CoV 3CLpro protease inhibition; inhibition, % at 6 µM; recombinant SARS-CoV 3CLpro, quenched FRET peptide cleavage; 290,000 compounds, 0.14% hits; P0C6X7; in the data active = inhibition above about 12%
PriA SSB inh: blocks PriA binding to SSB C-terminal tail. 430,000 compounds, 0.6% hits. AlphaScreen SSBct-PriA binding, biotinylated peptide. inhibition, % at 33 µM; in the data active = inhibition mostly above about 37%, no sharp cut-off; inactive = mostly below about 20%;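 also: plate controls were negative control peptide for no effect and reference peptide for full effect; strong numbers were not always called active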
BoNT F protease: BoNT F light chain protease inhibition. Multiplex microsphere protease cleavage assay, flow cytometry. inhibition, % at 10 µM. 360,000 compounds, 0.22% hits. AID 588497; in the data active = inhibition above about 35%, passing the limit was not always enough; inconclusive = no clear call, values can overlap the other calls; also: plate controls were buffer without enzyme for full effect and enzyme alone for no effect
The depositor's hits bear a star; u = inconclusive; x = no result given. Rule as the data show it, unless noted: active = inhibition above about 30%; inconclusive = no clear call, values can overlap the other calls; inactive = below that. Some of the compounds tested. The share of hits here may be higher or lower than overall.

Compound,MazF activator,VHR inh abs,PrPC surface inh,CCHFV vOTU inh,BoNT A protease,Rv3671c protease,Anthrax LF prot,SARS 3CLpro inh,PriA SSB inh,BoNT F protease
COc1cc2c(C(=O)N3CCN(c4ccccc4)CC3)c(C)oc2cc1Br,-9.2,17.9,1.9,3.2,-0.5,5.1,-4.2,2.2,5.9,-3.2
CCCOC(=O)CCCC[C@H]1SC[C@@H](NC(=O)OC)[C@H]1NC(=O)OC,-4.5,22.2,3.9,16.2,-0.8,-6.2,7.9,-2.2,-11.2,-7.4
CCOC(=O)c1cn(CC(=O)Nc2ccc(OC)cc2OC)nn1,5.6,-0.5,-0.5,-17.6,0.5,8.3,0.9,1.7,3.1,1.7
Oc1ccccc1N1CCN(c2ncccn2)CC1,-0.6,-2.1,0.1,-4.3,-0.1,0.9,-5.8,1.2,6.5,-7.3
CCCCS(=O)(=O)N1CCN(C(=N)N[N+](=O)[O-])CC1,-5.6,20.1,1.0,-1.3,-2.7,7.8,0.2,1.2,-18.5,-11.6
O=C(Nc1cccc(-c2cnc3ccccc3n2)c1)c1ccc(Cl)cc1,17.9,-3.2,-5.6,10.4,0.2,0.0,0.6,5.4,5.6,3.6
COc1ccc(CN2C(=O)[C@@H]3C(c4ccccc4Cl)=NO[C@@H]3C2=O)cc1,-4.3,0.3,1.1,-0.4,-1.2,-9.7,-5.5,6.4,5.2,2.7
O=C(NCC(c1cccs1)N1CCOCC1)C1CCN(S(=O)(=O)c2cc(Cl)ccc2Cl)CC1 (centres undefined),3.8,x,-0.4,-0.5,-0.2,x,-3.0,x,-4.9,-5.6
COc1cccc(/C=C(\C#N)C(=O)NC2CCS(=O)(=O)C2)c1 (centres undefined),-15.0,8.3,6.5,-9.8,2.7,-5.8,-2.0,1.5,-0.8,17.5
C(=C\c1ccccn1)/c1cccnc1,x,3.7,-4.7,-3.1,0.6,x,12.1,4.9,x,u
CCN(CC(=O)NCc1ccc(Cl)cc1)C(=O)CSCC(=O)Nc1cccc(C)c1,-5.2,29.6,-5.0,0.5,-0.3,8.4,-2.5,3.9,-3.8,-9.0
CC1CCCN(C(=O)CCCNC(=O)c2ccc(Cl)cc2)C1 (centres undefined),2.1,30.4,6.4,-6.4,0.3,-1.2,-0.2,0.9,-0.8,0.5
CCCOc1ccc(C(=O)NNC(=O)CCNC(=O)c2ccco2)cc1OC,1.3,x,1.6,9.1,3.4,2.7,u,x,-13.1,12.2
COCCn1c(SCC(=O)Nc2ccc3[nH]c(=O)[nH]c3c2)nc2ccccc21,2.8,x,-5.9,3.8,0.5,3.2,-0.6,x,-6.4,-4.7
O=S(=O)(Nc1ccc(Br)cc1)c1cccc(NC(=S)NCCN2CCOCC2)c1,6.3,15.8,-0.9,0.6,-2.2,-12.4,-3.8,-3.2,10.6,-12.4
Cc1ccccc1CN1CCN(C(=O)c2ccc(S(=O)(=O)NCc3ccco3)cc2)CC1,-2.1,x,-6.1,11.5,-0.8,7.3,-8.1,x,3.4,-11.2
Cc1ncsc1C(=O)N1N=C2/C(=C/c3ccc(N4CCOCC4)cc3)CCCC2C1c1ccc(N2CCOCC2)cc1 (centres undefined),-76.9,20.0,x,x,-2.3,1.7,-3.7,7.5,17.6,-3.8
CCOc1ccccc1Oc1coc2cc(OC(=O)c3ccco3)ccc2c1=O,-14.5,13.4,-1.8,-33.0,3.4,-7.3,-6.6,1.6,-11.8,4.3
NNC(=S)Nc1ccc(OC(F)(F)F)cc1,5.9,16.6,-4.0,7.7,x,9.7,x,-0.9,-7.1,x
Cc1cccc(NNC(=S)Nc2c(C)cccc2C)c1,0.6,21.1,-2.7,-5.8,1.7,-7.7,-4.0,3.7,10.7,3.3
CN1CCN(CCOC2Cc3ccccc3Sc3ccc(Cl)cc32)CC1 (centres undefined),5.1,-5.6,-10.0,-12.3,-0.1,-11.7,-1.5,0.7,15.3,-8.5
COc1ccc(OC)c(C(=O)c2coc3ccc(O)cc23)c1,2.3,8.4,-2.6,6.2,-0.3,4.4,-4.2,-1.4,7.7,-7.0
CCCNS(=O)(=O)c1ccc(OCC(=O)Nc2ccccc2F)cc1,4.4,4.2,8.8,-1.6,-0.8,-1.9,2.3,-10.8,-3.2,-5.6
O=C(Nc1ccc(N2CCOCC2)cc1N1CCOCC1)c1ccc([N+](=O)[O-])cc1Cl,6.4,-1.6,-7.1,-3.2,1.4,-0.1,-1.5,-3.8,-6.9,-0.8
COc1ccc(Br)c(C(=O)N2CCN(S(=O)(=O)/C=C/c3ccccc3)CC2)c1,-3.3,24.4,-1.3,-6.6,-1.2,2.2,-3.7,-0.5,-15.6,1.2
COc1ccccc1/C=C/C=N/n1c(-c2cc(-c3ccccc3)n[nH]2)n[nH]c1=S,-3.2,7.7,-19.1,11.8,-0.8,-31.3,4.8,0.0,x,u
c1ccc2c(c1)CC/C2=N/Nc1nc2ccccc2[nH]1,3.4,21.7,-1.9,0.2,-0.9,6.1,-1.8,2.3,x,-22.3
O=C(c1cc(-c2ccccc2)on1)N1CCCc2ccccc21,-0.7,-3.8,2.2,-6.6,-0.4,-3.6,0.0,2.0,-16.5,-2.9
CCCc1nc(SCc2ccccn2)c2c(=O)n(C)c(=O)n(C)c2n1,10.3,17.0,7.2,16.6,-0.4,5.9,-11.1,-1.0,-6.4,-2.9
Cc1cccc(CSc2nc3c(cc2C#N)CN(C)CC3)c1,5.6,1.8,-5.2,-1.9,-0.5,-2.1,-0.7,3.1,-6.4,-11.8
CCS(=O)(=O)N1CCN(C(C)CCc2ccccc2)CC1 (centres undefined),-2.8,26.4,-0.5,12.4,0.6,-3.6,4.5,-0.6,-29.4,-1.3
COCc1nc2oc3ccccc3c(=O)c2cc1C(=O)OC,6.4,8.8,-6.8,-2.4,-2.7,-5.0,6.5,-1.1,-9.5,u
CCOC(=O)c1cc(-c2ccccc2)n(CC(=O)Nc2ccc(OC)c(OC)c2)c1C,18.8,-34.6,0.9,0.4,0.1,0.8,-1.5,2.2,3.9,-0.2
Cc1nnc(NC(=O)c2ccc(S(=O)(=O)N3CCc4ccccc4C3)cc2)o1,-5.6,33.5,-7.0,11.0,-0.1,11.6,-0.4,6.1,-21.8,-7.0
COc1ccc(CSCC(=O)N/N=C/c2ccccc2OCc2ccccc2)cc1,2.3,17.1,-1.1,-11.9,-0.8,-17.6,-7.0,0.5,x,-7.5
COc1ccc(Cl)cc1NC(=O)NC(C)c1ccncc1 (centres undefined),-0.9,1.4,6.6,9.2,-2.4,-5.0,0.1,-4.2,4.5,-4.0

Single records, as listed above. Order of screens: MazF activator	VHR inh abs	PrPC surface inh	CCHFV vOTU inh	BoNT A protease	Rv3671c protease	Anthrax LF prot	SARS 3CLpro inh	PriA SSB inh	BoNT F protease
`COc1ccc(Br)c(C(=O)N2CCN(S(=O)(=O)/C=C/c3ccccc3)CC2)c1` is entered as -3.3	24.4	-1.3	-6.6	-1.2	2.2	-3.7	-0.5	-15.6	1.2
`CCCOC(=O)CCCC[C@H]1SC[C@@H](NC(=O)OC)[C@H]1NC(=O)OC` is entered as -4.5	22.2	3.9	16.2	-0.8	-6.2	7.9	-2.2	-11.2	-7.4

Following part.
Compound,MazF activator,VHR inh abs,PrPC surface inh,CCHFV vOTU inh,BoNT A protease,Rv3671c protease,Anthrax LF prot,SARS 3CLpro inh,PriA SSB inh,BoNT F protease
CCc1ccc(CN(C)C(=O)c2ccc3c(c2)OCCO3)cc1,5.6,61.2,-0.8,-9.7,-2.2,-5.0,8.1,-0.2,-3.9,-2.4
NC(=O)CC(NC(=S)NCc1ccccc1)C(=O)O (centres undefined),-1.3,2.6,1.8,3.6,-0.1,-7.2,3.9,2.0,-11.7,2.7
Cc1cccc2sc(NC(=O)Cn3cccc3)nc12,-2.5,25.2,-9.3,12.4,-0.9,-10.8,2.1,-2.9,-1.8,-10.3
OCCN1CCN(C(=S)NC2CCCC2)CC1,9.2,28.4,11.9,2.2,-1.3,-0.8,0.3,1.1,-8.0,-1.9
Cn1cnc2cc(NCc3ccccc3Cl)ccc21,-1.6,-10.0,6.1,9.9,-0.8,4.5,-2.1,-1.6,11.8,-12.5
O=C(OCC(=O)N1CCN(c2ccccc2)CC1)C1=COCCO1,-2.7,4.0,1.2,2.8,-2.7,-10.9,-18.5,3.6,1.1,-22.9
O=C(CCCN1C(=O)c2cccc3cccc(c23)C1=O)N1CCN(c2ccccn2)CC1,-4.8,-1.2,-13.9,6.8,-0.1,-7.7,1.3,-2.3,-4.4,0.5
O=C(NCc1ccc2c(c1)OCO2)c1cc(F)c(F)cc1Cl,-5.0,13.9,-3.9,0.2,0.5,-5.3,-10.8,5.7,-3.3,21.3
Cc1ccc2nc(-c3cccc(Br)c3)cc(C(=O)NC3=NCCS3)c2c1,-26.3,13.8,-2.7,20.2,-1.2,-19.0,-1.3,1.2,2.3,-13.3
CC(C)[C@H](NC(=O)c1ccco1)C(=O)Nc1ccc(N2CCCCCC2)cc1,3.0,x,-1.8,3.1,-0.1,x,3.5,x,x,-3.2
N#Cc1cccc(NC(=O)COC(=O)c2cc(S(=O)(=O)Nc3ccccc3Cl)ccc2O)c1,9.1,x,-0.9,13.3,0.0,-32.2,-4.6,x,-14.0,1.0
CCN(CC)C(=O)c1ccc2c(c1)C1C=CCC1C(C(=O)O)N2 (centres undefined),-19.4,-2.4,-11.2,21.5,-0.5,x,-30.7,-6.3,-5.0,-16.9
Cc1c(C(=O)NCc2n[nH]c(=S)n2-c2ccc(F)cc2)cccc1[N+](=O)[O-],-18.5,18.4,-1.2,-10.8,-0.3,2.1,0.1,4.0,-3.9,-3.8
CCOC(=O)c1sc(NC(=O)c2ccncc2)nc1C,1.9,-0.3,-2.4,2.7,0.1,0.7,-4.8,3.7,-7.1,-4.9
CN1CCN(CC(=O)Nc2nc(-c3ccccc3)cs2)CC1,13.0,26.1,-1.4,5.9,-0.2,1.6,-1.4,-8.5,-12.8,-0.4
CCCCNC(=O)/C(C#N)=c1\s/c(=C\c2ccccc2OC(F)F)c(=O)n1CCCOC,84.7*,-4.6,12.5,-16.6,0.2,1.1,-2.8,-0.9,x,3.2
CCCCNS(=O)(=O)c1ccc(OC)c2ncccc12,2.7,2.0,4.5,4.3,u,4.1,-0.1,4.0,-4.8,2.2
COc1ccccc1NC(=S)N1CCCC1,0.1,-1.2,-2.0,-3.7,0.4,-4.5,0.7,1.6,-3.4,-3.1
Cc1nc(C)c(C(=O)O)c(-c2ccsc2)c1C(=O)O,12.9,6.2,1.2,3.2,x,0.3,x,0.3,-2.7,x
